hIAP activ: increases human intestinal alkaline phosphatase activity; purified human IAP, CDP-Star luminescence, 30 min; stronger effect = higher value; 1 = vehicle-only enzyme, 0 = enzyme-free background; 0.16% of 330,000 active; AID 2524; activation factor at 10 µM;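 active = activation factor of the enzyme at least 2-fold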; note: the source names both 10 and 20 µM as test concentration; values of inactives mirror those of a sister screen read the other way
Target sequence (P09923 whole entry, looked up): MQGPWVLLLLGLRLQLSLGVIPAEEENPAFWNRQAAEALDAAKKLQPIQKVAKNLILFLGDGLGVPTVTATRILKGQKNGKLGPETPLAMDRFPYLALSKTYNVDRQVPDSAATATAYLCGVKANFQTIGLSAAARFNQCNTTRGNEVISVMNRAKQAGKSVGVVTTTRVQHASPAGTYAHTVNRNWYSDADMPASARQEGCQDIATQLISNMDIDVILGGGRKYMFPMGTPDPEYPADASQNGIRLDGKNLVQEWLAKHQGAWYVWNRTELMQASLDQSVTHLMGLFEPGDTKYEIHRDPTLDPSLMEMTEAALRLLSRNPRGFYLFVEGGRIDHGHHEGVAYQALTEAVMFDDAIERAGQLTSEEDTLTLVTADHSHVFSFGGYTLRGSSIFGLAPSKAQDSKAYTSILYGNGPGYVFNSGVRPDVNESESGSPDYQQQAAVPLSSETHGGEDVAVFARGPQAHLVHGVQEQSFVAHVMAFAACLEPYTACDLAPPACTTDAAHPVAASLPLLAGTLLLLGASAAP
APOBEC3A inh: human APOBEC3A DNA deaminase inhibition; 0.41% of 330,000 active; recombinant A3A, FAM/TAMRA ssDNA deamination fluorescence; P31941; inhibition, % at 20 µM; AID 493011;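 active = at least 40% inhibition at 20 µM here, with at most 30% in a related deaminase screen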;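 note: plate controls were A3A with DMSO for no effect and wells lacking A3A enzyme for full effect; some results filed as inactive read as strong as hits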
Target sequence (P31941 whole entry, looked up): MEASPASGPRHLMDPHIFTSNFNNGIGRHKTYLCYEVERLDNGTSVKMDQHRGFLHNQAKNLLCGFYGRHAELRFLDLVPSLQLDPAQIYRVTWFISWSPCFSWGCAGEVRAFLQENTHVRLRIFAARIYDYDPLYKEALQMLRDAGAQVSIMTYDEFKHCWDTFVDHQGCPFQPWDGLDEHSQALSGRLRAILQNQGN
mIAP block: mouse IAP inhibition; purified mouse IAP, CDP-Star luminescence, 30 min; inhibition, % at 10 µM; 0.2% of 330,000 active; AID 2806;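 active = inhibition of at least 40% at 10 µM in the primary screen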;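 note: plate controls were DMSO with enzyme for no effect and no enzyme wells for full effect; values of inactives mirror those of a sister screen read the other way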
MPTP inh: blocks calcium-induced mitochondrial swelling; isolated mouse mitochondria, Ca2+ swelling absorbance, 30 min; inhibition, % at 10 µM; 1.4% of 360,000 active;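 active = inhibition of 50% or more, scaled per plate between neutral and stimulator controls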;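 note: 0% = DMSO wells given calcium and 100% = 1 mM EGTA wells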
beta cell repl: induces beta-cell replication in MIN6 cells; 0.29% of 330,000 active; proliferation, % at 10 µM; MIN6 cells proliferation, ATPlite luminescence, 48 h; cells starved in 0.2% serum; 100% = growth in 10% serum;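 active = compounds whose signal lies at least 3.5 SD above the mean of all wells on their plate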;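 note: 0% = DMSO-treated cells in low-serum medium and 100% = 10% serum control; some compounds called inactive have numbers as strong as hits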
mIAP act: mouse IAP activation; muIAP, CDP-Star luminescence, 30 min; stronger effect = higher value; 1 = vehicle-only enzyme signal, 0 = enzyme-free wells; activation factor at 10 µM; 0.24% of 330,000 active;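 active = activation factor of at least 2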; note: the source names both 10 and 20 µM as test concentration; values of inactives mirror those of a sister screen read the other way
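also added = chemiluminescent substrate CDP-Star | test system = mouse IAP enzyme | signal = chemiluminescence readout | compound = DMSO-dissolved test compounds | incubation = 30 min at room temperature | benchmarks = DMSO wells, no-enzyme wells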
ATG4B inh: ATG4B (human) cysteine protease inhibition. inhibition, % at 8.33 µM. 0.51% of 340,000 active. ATG4B cleavage of LC3-PLA2, NBD-HPC fluorescence, 1 h; in the data active = inhibition above about 40%
A3G deaminase: blocks human APOBEC3G single-stranded DNA deamination; Q9HC16; recombinant A3G, ssDNA deamination FAM/TAMRA fluorescence; inhibition, % at 20 µM; 0.28% of 330,000 active;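 active = inhibition of at least 40% at 20 µM, with no more than 30% in the related APOBEC3A deaminase screen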;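 note: plate controls were DMSO wells with A3G for no effect and wells lacking A3G enzyme for full effect; some compounds called inactive have numbers as strong as hits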
Target sequence (Q9HC16 whole entry, looked up): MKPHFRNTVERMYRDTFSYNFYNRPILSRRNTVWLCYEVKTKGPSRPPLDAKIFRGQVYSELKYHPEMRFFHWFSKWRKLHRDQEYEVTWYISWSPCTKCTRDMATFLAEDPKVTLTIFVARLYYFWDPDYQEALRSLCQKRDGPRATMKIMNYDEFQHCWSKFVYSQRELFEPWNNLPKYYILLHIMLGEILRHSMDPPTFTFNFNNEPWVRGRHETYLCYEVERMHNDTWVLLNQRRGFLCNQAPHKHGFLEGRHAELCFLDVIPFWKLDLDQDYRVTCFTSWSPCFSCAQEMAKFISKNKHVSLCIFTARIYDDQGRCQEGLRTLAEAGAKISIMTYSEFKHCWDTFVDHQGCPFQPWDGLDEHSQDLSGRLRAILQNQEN
hIAP block: human IAP inhibition; P09923; purified IAP, CDP-Star luminescence, 30 min; inhibition, % at 10 µM; 0.12% of 330,000 active; AID 2544;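 active = inhibition reaching a set limit with compound at 10 µM in the primary screen, cut at about 35% in these data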;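 note: plate controls were DMSO wells with enzyme for no effect and no-enzyme buffer wells for full effect; values of inactives mirror those of a sister screen read the other way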
* hit, by the source's call; / = not tested or not shown.

SMILES	hIAP activ	APOBEC3A inh	mIAP block	MPTP inh	beta cell repl	mIAP act	ATG4B inh	A3G deaminase	hIAP block
Cn1c(Oc2ccccc2)c(C=O)c2ccccc21	1	-6	4	-0.3	4	0.96	8	-6	-2
Cc1ccc(-c2nnc(Nc3ccc4c(c3)OCO4)c3ccccc23)cc1S(=O)(=O)NC(C)C	0.96	-5	2	-0.5	-3	0.98	9	-5	4
COc1ccc(Nc2nc(NCc3ccco3)nc(N/N=C/c3ccc(O)cc3)n2)cc1	1	-4	10	-1.1	0	0.9	21	-8	0
CC(=O)Nc1ccc(S(=O)(=O)NCCC(=O)NCCc2ccc(F)cc2)cc1	1	5	1	0.4	3	0.99	-5	4	-3
CCc1nn2c(N(C)CCO)cc(C)nc2c1-c1ccc(F)cc1	1	3	0	-1.6	-5	1	-28	-3	-2
COc1ccc(S(=O)(=O)Nc2ccc(F)cc2)c(C)c1C	0.94	-4	8	6.4	-2	0.92	-7	-7	6
CCOC(=O)c1ccc(NC(=O)c2sc3nc4n(c(=O)c3c2C)CCC4)cc1	1	-3	3	0.7	-2	0.97	-2	-5	-2
CC[C@H](C)[C@H](NC(=O)c1ccc(Cl)cc1)C(=O)OCC(=O)c1ccc2c(c1)NC(=O)CO2	1.1	0	0	0.8	1	1	-13	-2	-9
Cc1ccc(N(CC(=O)NC2CC3CCC2C3)S(C)(=O)=O)cc1C (centres undefined)	0.91	1	4	0.3	-2	0.96	-1	-3	9
Cn1c(CNC(=O)c2ccc3c(c2)OCO3)nnc1SCC(=O)Nc1ccc(F)cc1F	1.1	0	-6	-0.3	-2	1.1	-6	-4	-6
O=C(CCCNC(=O)c1ccc(Cl)cc1)Nc1nccs1	1.1	-1	16	7.3	-5	0.84	-1	-4	-6
Cc1ccc(NC(=S)N2CCN(Cc3ccc4c(c3)OCO4)CC2)c(C)c1	1	0	4	-0.6	-2	0.96	-8	0	-2
C[C@@H](C(=O)N1CCN(Cc2ccc3c(c2)OCO3)CC1)n1nnc2ccccc2c1=O	0.97	-2	3	-0.7	-2	0.97	-7	-2	3
CCOC(=O)c1cc(NC(=O)SCC(=O)O)c(C)nc1C	0.9	0	-2	-2.9	4	1	8	14	10
CN(C(=O)COc1ccccc1)c1nnc(-c2cccnc2)s1	1.1	-9	-6	-2.6	0	1.1	-5	-8	-7
Cc1occc1C(=O)N1CCCC(CO)(Cc2ccc(F)cc2F)C1 (centres undefined)	1	2	-9	0.0	-1	1.1	1	-2	-2
COc1ccc(/C=N/NC(=O)c2ccc3nc[nH]c3c2)cc1OC	0.98	-4	8	1.3	-1	0.92	-7	34	2
COc1ccc(Nc2ccccc2N)cc1	1	-4	-1	3.6	-4	1	6	2	0
O=C(CCSc1nc(-c2ccco2)cc(C(F)(F)F)n1)N1CCN(c2ccccc2)CC1	1.1	3	8	3.1	-3	0.92	-5	13	-11
C=CCN(c1ccccc1)S(=O)(=O)c1cccc(C(=O)Nc2ncccc2O)c1	1	4	4	1.0	-1	0.96	-1	11	-2
Cc1ccc(O)c(-c2cc(C(=O)Nc3c(C)n(C)n(-c4ccccc4)c3=O)[nH]n2)c1	1.8	0	-3	0.2	-3	1	9	-4	-84
Cc1csc(Sc2nc3c(c(=O)[nH]c(=O)n3C)n2Cc2ccccc2Cl)n1	0.85	-3	13	0.9	-1	0.87	-12	-5	15
COc1ccc(S(=O)(=O)N2CCN(C(=O)c3cccnc3)CC2)cc1OC	0.73	-2	4	-0.8	-2	0.96	-2	-11	27
CN(C)S(=O)(=O)N(CC(=O)Nc1ccccc1F)c1ccccc1	0.86	-1	0	-1.0	3	1	5	-5	14
CC1(c2ccccc2Cl)NC(=O)N(CC(=O)NCc2ccco2)C1=O (centres undefined)	1	0	3	-0.1	0	0.97	4	-7	-4
CCOc1ccc2nc(-c3ccccc3)nc(SCC(=O)OC)c2c1	1	-2	8	0.9	0	0.93	-4	-2	-2
Cc1coc2c1c(C)cc1oc(=O)c(CC(=O)NCC(=O)NCC(=O)O)c(C)c12	1.1	1	3	-0.1	-1	0.97	-6	-4	-6
C/C(N)=C(/C#N)C(=O)CSc1nc2cc(Cl)ccc2c(=O)n1Cc1ccco1	0.97	3	5	-0.6	-2	0.95	-1	6	3
CCc1c(C)[nH]c(=S)c(C#N)c1C	0.94	-4	1	-2.0	-2	0.99	6	40*	6
O=C(NCCCc1ccccc1)c1ccncc1	0.9	4	2	0.0	-2	0.98	5	0	10
COc1ccccc1-c1nnc2sc(COc3ccc(Cl)cc3)nn12	0.98	-2	-10	-0.8	0	1.1	2	-7	2
Cc1nc(S(=O)(=O)Cc2ccc(Cl)cc2)nc2c1CCC2	1	-1	-5	-0.6	-1	1.1	-12	-9	-4
Cc1cc2nc(-c3ccc4c(c3)CCC4)ccn2n1	1.2	-11	-6	-1.0	0	1.1	0	-6	-16
Nc1nc(Nc2ccccc2F)nc(NCc2ccco2)c1[N+](=O)[O-]	0.75	-3	10	5.8	-1	0.9	-7	-11	25
CCOC(=O)C1(CCCc2ccccc2)CCN(C(=O)CCC2=NNC(=O)CC2)CC1	0.87	-1	13	3.1	1	0.87	-3	-6	13
Nc1cc(S(=O)(=O)N2CCOCC2)ccc1Oc1cccc(Br)c1	1	3	-4	0.5	-1	1	-2	4	0
NC(=O)CC(NC(=O)c1ccccc1)C(=O)O (centres undefined)	0.83	-4	-11	-0.6	0	1.1	-22	-5	17
Cc1c(NC(=O)C(C)NCC2CCCO2)c(=O)n(-c2ccccc2)n1C (centres undefined)	0.94	0	2	1.6	3	0.98	10	-3	6
Cc1ccc(-n2cccc2C(=O)NS(=O)(=O)c2ccc(C)cc2)cc1	1.1	3	0	1.3	0	1	7	0	-11
CC(C)NC(=O)N(C)C[C@H]1Oc2c(NC(=O)Nc3ccc4c(c3)OCO4)cccc2C(=O)N([C@H](C)CO)C[C@@H]1C	1.2	1	-6	0.5	-1	1.1	/	-3	-21
COc1ccc(O[C@@H]2O[C@H](COC(C)=O)[C@@H](OC(C)=O)[C@H](OC(C)=O)[C@H]2NC(C)=O)cc1	1.2	0	4	1.4	1	0.96	-5	0	-18
Cn1c(C(=O)O)ccc1S(=O)(=O)N(Cc1ccccc1)Cc1ccccc1	0.83	-3	2	0.5	-2	0.98	-12	-9	17
O=C(CSc1n[nH]c(-c2ccncc2)n1)Nc1ccc(Cl)c(C(=O)O)c1	0.88	-1	3	0.2	-1	0.97	2	-1	12
COCCSc1ccccc1C(=O)N1CCN(c2ccccc2)CC1	1.1	7	-10	0.9	-3	1.1	0	-4	-6
CCCCC(=O)Nc1ccc(C)c(O)c1	1	-5	-2	3.6	-1	1	2	-9	-3
Cc1cccc(OCCSc2nc3ncnc(N)c3[nH]2)c1	1	-2	4	0.7	0	0.96	0	-3	-4
COc1cccc(C2CC(c3c(-c4ccccc4)c4cc(Cl)ccc4[nH]c3=O)=NN2S(C)(=O)=O)c1OC (centres undefined)	1.2	3	-8	4.1	-6	1.1	-9	-5	-17
COc1ccc(CCOC2OC(CO)C(OC(=O)/C=C/c3ccc(O)c(OC)c3)C(O[C@H]3O[C@@H](C)[C@H](O)[C@@H](O)[C@H]3O)C2O)cc1O (some centres undefined)	0.95	-2	5	-2.6	0	0.95	-7	-4	5
CCCCOc1ccc(-c2ncc(C(=O)OCC)c(N)n2)cc1	0.83	0	13	0.9	-2	0.87	-8	-3	17
COC(=O)C1=COC(OC2OC(CO)C(O)C(O)C2O)C2C1C=CC2(O)CO (centres undefined)	0.83	44	10	-1.0	0	0.9	-14	38	17
O=C(c1cc2c(s1)-c1ccccc1OC2)N1CCc2ccccc2C1	0.88	-2	14	0.0	-6	0.86	11	-5	12
COc1ccc(OCc2cc(C(=O)N(C)C(C)c3ccon3)no2)c(Cl)c1 (centres undefined)	0.92	-4	13	-1.9	3	0.87	-5	-7	8
Cc1cc(NC(=O)COC(=O)CC2CCCC2)c([N+](=O)[O-])cc1C	0.99	-7	6	-0.1	1	0.94	13	-7	1
Cc1ccc(NC(=O)CCC(=O)NCCO)cc1	1.1	0	-4	-0.2	-2	1	-13	-5	-13
COc1cccc(OC)c1OC(=O)C1CC(=O)N(c2ccc3c(c2)OCCO3)C1 (centres undefined)	1	32	-5	-1.0	1	1.1	-3	8	0
CCCCSc1nnc(-c2ccccc2)c2ccccc12	1	1	8	1.8	-5	0.92	7	1	0
COc1ccc(S(=O)(=O)NCC2CCCN(Cc3ccc(C)o3)C2)cc1 (centres undefined)	1.1	-2	-6	-1.5	-3	1.1	-10	-8	-9
O=[N+]([O-])c1ccc(N2CCN(c3ccc(F)cc3)CC2)cc1	0.97	2	-7	-0.2	3	1.1	-3	-6	3
Cc1cccc(C(=O)Nc2nnc(SCC(=O)NC3CC3)s2)c1	0.96	-3	4	-1.5	-2	0.96	-14	-6	4
NS(=O)(=O)c1ccc(CCNC(=O)C2CCCCN2S(=O)(=O)c2ccccc2)cc1 (centres undefined)	0.99	-1	4	2.2	0	0.96	-9	-1	1

Single values from the results shown.
NS(=O)(=O)c1ccc(CCNC(=O)C2CCCCN2S(=O)(=O)c2ccccc2)cc1 (centres undefined) | MPTP inh: 2.2
COc1ccc(OCc2cc(C(=O)N(C)C(C)c3ccon3)no2)c(Cl)c1 (centres undefined) | A3G deaminase: -7
COc1ccc(CCOC2OC(CO)C(OC(=O)/C=C/c3ccc(O)c(OC)c3)C(O[C@H]3O[C@@H](C)[C@H](O)[C@@H](O)[C@H]3O)C2O)cc1O (some centres undefined) | ATG4B inh: -7
COc1ccc(S(=O)(=O)NCC2CCCN(Cc3ccc(C)o3)C2)cc1 (centres undefined) | mIAP block: -6
COC(=O)C1=COC(OC2OC(CO)C(O)C(O)C2O)C2C1C=CC2(O)CO (centres undefined) | hIAP activ: 0.83

(more compounds)
SMILES	hIAP activ	APOBEC3A inh	mIAP block	MPTP inh	beta cell repl	mIAP act	ATG4B inh	A3G deaminase	hIAP block
Cc1nc([N+](=O)[O-])c(Sc2nc3ccccc3n2C)n1Cc1ccccc1	0.93	-1	6	-0.1	-5	0.94	6	-4	7
CCN(CC(=O)Nc1cccc(OC)c1)C(=O)c1ccco1	1.2	-2	4	-0.7	-4	0.96	-3	-8	-24
COc1ccccc1N1CC(C(=O)Nc2cccc(C(=O)O)c2)CC1=O (centres undefined)	1.1	-2	-4	3.7	-1	1	8	-5	-10
CCN(CC)S(=O)(=O)c1cccc(NC(=O)COC(=O)c2ccc(Br)o2)c1	0.92	-3	-7	-0.8	0	1.1	-7	-2	8
CCOc1ccc(N2C(=O)C3C(c4ccc(O)cc4)NC(CCSC)(C(=O)OC)C3C2=O)cc1 (centres undefined)	1.1	-1	-5	-0.3	3	1	4	0	-7
O=C(C1CCCO1)N1N=C(c2ccc(Br)cc2)CC1c1ccco1 (centres undefined)	1	-3	4	0.4	0	0.96	24	-12	-2
O=C(NC(Cc1c[nH]c2ccccc12)C(=O)N/N=C/c1ccc(Br)cc1)c1cccs1 (centres undefined)	0.93	-4	17	2.2	-5	0.83	-4	-5	7
Cc1nn(-c2ccc(F)cc2)c(Cl)c1/C=N/NC(=O)c1ccc(O)cc1	1.1	1	-7	-2.5	-2	1.1	-5	-3	-5
O=C1CSC(c2ccccc2[N+](=O)[O-])N1c1ccccc1 (centres undefined)	1	4	0	-1.0	3	1	-5	1	-5
S=C(Nc1ccc(Oc2ccccc2)cc1)N(CCCN1CCOCC1)Cc1ccccn1	1.1	1	4	28	-2	0.95	-15	-4	-7

Laid out differently: entries from further up.
Compound,hIAP activ,APOBEC3A inh,mIAP block,MPTP inh,beta cell repl,mIAP act,ATG4B inh,A3G deaminase,hIAP block
COc1ccc(OCc2cc(C(=O)N(C)C(C)c3ccon3)no2)c(Cl)c1 (centres undefined),0.92,-4,13,-1.9,3,0.87,-5,-7,8
CCCCOc1ccc(-c2ncc(C(=O)OCC)c(N)n2)cc1,0.83,0,13,0.9,-2,0.87,-8,-3,17

Random draw from the library. Share with any hit: about 3.3%.
